GLS inhibitor: blocks human kidney-isoform glutaminase activity; GLS enzymatic activity, qHTS titration; Potency, µM (highest dose often 45.5 µM), inactives show at the top dose activity change, negative = inhibition, most hits filed as inhibitors; 0.21% of 410,000 active; further: on the % scale 0 is the no-effect control and ±100 the full control effect
Target sequence (O94925 whole entry, looked up, canonical isoform): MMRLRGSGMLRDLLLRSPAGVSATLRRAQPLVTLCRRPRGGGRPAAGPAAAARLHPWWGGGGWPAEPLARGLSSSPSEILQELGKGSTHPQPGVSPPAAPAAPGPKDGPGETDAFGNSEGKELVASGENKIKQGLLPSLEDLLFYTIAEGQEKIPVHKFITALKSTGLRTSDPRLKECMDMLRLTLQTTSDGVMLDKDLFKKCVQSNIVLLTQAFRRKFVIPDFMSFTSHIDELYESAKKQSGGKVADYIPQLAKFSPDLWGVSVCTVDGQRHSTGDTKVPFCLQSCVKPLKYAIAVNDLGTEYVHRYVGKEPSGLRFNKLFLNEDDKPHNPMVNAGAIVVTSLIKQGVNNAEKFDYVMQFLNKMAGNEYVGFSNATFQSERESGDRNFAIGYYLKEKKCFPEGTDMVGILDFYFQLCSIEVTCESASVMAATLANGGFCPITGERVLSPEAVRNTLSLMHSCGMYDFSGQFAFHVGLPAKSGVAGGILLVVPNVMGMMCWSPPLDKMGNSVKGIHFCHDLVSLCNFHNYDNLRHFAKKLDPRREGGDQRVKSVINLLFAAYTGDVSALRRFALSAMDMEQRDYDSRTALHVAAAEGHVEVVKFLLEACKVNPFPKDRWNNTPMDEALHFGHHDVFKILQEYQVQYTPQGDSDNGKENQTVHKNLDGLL
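hKGA; 45 mM KH2PO4 pH 8.2 + 0.02% Tween-20; cpd via pin tool; 1 mM Gln soln; GluOx/HRP/Amplex Red; RT 30 min; fluor. t0 & final.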
POLI inh: DNA polymerase iota (human) inhibition; Q9UNA4; Pol iota fluorescent replication assay, 10 min; Potency, µM (series often up to 115 µM), for the others: top-dose activity, negative = inhibition, hits mostly inhibitors; 1% of 390,000 active; AID 588590
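Pol iota at 10 nM preincubated 15 min with compounds at room temperature; reaction started with fluorescent substrate, 50 nM final. Fluorescence read kinetically at 0 and 10 min; buffer-only wells as negative control.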
G9a block: G9a (human) methyltransferase inhibition | Q96KQ7 | G9a H3K9 monomethylation, AlphaScreen, 2 h | Potency, µM (highest dose often 102 µM), inactives show at the top dose activity, negative = inhibition, actives largely listed as inhibitors | 8.8% of 350,000 active; further: on the % scale 0 is the no-effect control and ±100 the full control effect; nearly all actives have a fitted effect of over 75% in size
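G9a (20 nM) was preincubated 15 min with compound, then reacted 2 h at room temperature with 500 nM biotin-H3K9 peptide and 20 µM SAM. Monomethyl-H3K9 detected by AlphaScreen using anti-H3K9me1 antibody.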
BAZ2B block: inhibitors of human BAZ2B bromodomain. Q9UIF8. AlphaScreen BAZ2B-H3K14Ac peptide displacement. Potency, µM (series often up to 114 µM), for inactives: at the highest dose activity change, negative = inhibition, most hits filed as inhibitors. 4.4% of 360,000 active. AID 504333; further: on the % scale 0 is the no-effect control and ±100 the full control effect; nearly all actives have a fitted effect of over 60% in size
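Multi-concentration screen (max 110 uM) measuring displacement of acetylated histone H3 peptide from BAZ2B by AlphaScreen, using 50 nM protein, 50 nM peptide and 10 ug/mL streptavidin donor plus Ni-chelate acceptor beads.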
BLM helicase inh: inhibitors of human Bloom syndrome helicase BLM; recombinant BLM DNA unwinding, fluorescence dequenching; Potency, µM (doses to about 56.1 µM), for inactives: at the top dose activity change, negative = inhibition, most hits filed as inhibitors; 0.2% of 350,000 active;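 further: plate controls were vehicle for no effect and no enzyme for full effect; nearly all actives have a fitted effect of over 35% in size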
PGK inhibitor: T. brucei PGK inhibition; Potency, µM (highest dose often 57.5 µM), for inactives: at the top dose activity change, negative = inhibition, usual class: inhibitors; PGK/GAPDH coupled, Kinase-Glo luminescence, 60 min; 0.043% of 380,000 active; P07378; AID 602233; further: on the % scale 0 is the no-effect control and ±100 the full control effect; nearly all actives have a fitted effect of over 60% in size
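Recombinant glycosomal PGK reaction used 1,3-bisphosphoglycerate generated in-well by GAPDH (100nM final) in 100mM TEA pH 7.6, 5mM MgCl2, 0.01% Tween-20. After 60 minutes at room temperature, ATP was read by Kinase-Glo Plus luminescence end-point.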
Pin1 inh: inhibitors of human Pin1 | Q13526 | Pin1 FP peptide displacement, HiFluor488, 10 min | Potency, µM (highest dose often 115 µM), for the others: top-dose activity, negative = inhibition, hits mostly inhibitors | 0.009% of 390,000 active; active means well fitted inhibition curve with a large enough effect in the polarisation, with a control signal flat, not every such curve was filed as active; inconclusive means small, poorly fitted or top-dose-only effect, or effect the other way, or a change in a side signal; inactive means no such curve, though single readings can be large or run the other way; the % refers to the polarisation; further: on the % scale 0 is the no-effect control and ±100 the full control effect
Target sequence (Q13526 whole entry, looked up): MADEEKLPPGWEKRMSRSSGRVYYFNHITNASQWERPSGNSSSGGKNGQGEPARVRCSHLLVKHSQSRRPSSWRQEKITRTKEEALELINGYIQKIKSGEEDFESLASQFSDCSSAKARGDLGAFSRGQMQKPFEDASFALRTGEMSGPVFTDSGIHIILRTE
HP1b binding inh: blocks HP1-beta chromodomain binding to methylated histone tails; P83916; AlphaScreen HP1-beta / biotin-H3K9me3 peptide binding; Potency, µM (titrated, usually from 114 µM), for the others: at the highest dose activity change, negative = inhibition, actives largely listed as inhibitors; 0.56% of 390,000 active; further: nearly all actives have a fitted effect of over 70% in size; inactives centre near 23
Target sequence (P83916 whole entry, looked up): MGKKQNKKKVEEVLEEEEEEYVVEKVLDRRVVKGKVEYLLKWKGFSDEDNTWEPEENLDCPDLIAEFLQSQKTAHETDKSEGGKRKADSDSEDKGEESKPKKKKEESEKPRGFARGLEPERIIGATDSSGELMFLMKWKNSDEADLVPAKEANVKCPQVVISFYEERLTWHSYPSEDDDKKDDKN
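HP1-beta protein (50 nM final) preincubated 30 min at room temperature with biotinylated H3(1-18)K9me3 peptide (50 nM) in PBS pH 7.4, 0.01% Tween-20, then compound added for 30 min. AlphaScreen streptavidin donor/nickel chelate acceptor beads (10 ug/mL final), 30 min dark, luminescence read.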
JMJD2A Tudor: JMJD2A Tudor domain (human) inhibition; O75164; AlphaScreen JMJD2A-Tudor / H3K4me3 peptide binding; Potency, µM (top dose mostly 114 µM), inactives show at the highest dose activity change, negative = inhibition, hits mostly inhibitors; 4.4% of 390,000 active; further: on the % scale 0 is the no-effect control and ±100 the full control effect; nearly all actives have a fitted effect of over 50% in size
The depositor's hits bear a star; i = inactive; ? = inconclusive; · = not tested or not shown; & = joins results of further samples; [ ] = another dose, or the depositor's remark. Unless noted, the call rests on the fitted dose curve; in most records, active means well fitted curve in the direction sought with a large enough effect; inconclusive means small, poorly fitted or top-dose-only effect, or another doubt; inactive means no such curve, though single readings can be large; an effect the other way counts as inactive or inconclusive. Potency means the concentration at half of the fitted maximal effect.

The opening 4 compounds as a preview:
nr	GLS inhibitor	POLI inh	G9a block	BAZ2B block	BLM helicase inh	PGK inhibitor	Pin1 inh	HP1b binding inh	JMJD2A Tudor	molecule
1	0%	15%	22%	-16%	-11%	-3%	-5%	11%	-18%	CS(=O)(=O)N(CC(=O)NC1CC2CCC1C2)c1ccc(Oc2ccccc2)cc1 (stereo unspecified)
2	-1%	4%	·	·	·	-2%	-2%	18%	-15%	CC(=O)c1ccc(OC(C)C(=O)Nc2cccc(S(=O)(=O)NCc3ccco3)c2)cc1 (stereo unspecified)
3	6%	6%	8%	-8%	0%	i	0%	20%	-18%	NC(=O)CSc1cn(Cc2ccc(F)cc2)c2ccccc12
4	-14%&3%	-18%	·	·	·	i	29%	33%	-20%	CCC(C)Sc1cccc(-c2nc3cc(C)ccn3c2NC2CCCCC2)c1 (stereo unspecified)

Results (from the top)
nr	GLS inhibitor	POLI inh	G9a block	BAZ2B block	BLM helicase inh	PGK inhibitor	Pin1 inh	HP1b binding inh	JMJD2A Tudor	molecule
1	0%	15%	22%	-16%	-11%	-3%	-5%	11%	-18%	CS(=O)(=O)N(CC(=O)NC1CC2CCC1C2)c1ccc(Oc2ccccc2)cc1 (stereo unspecified)
2	-1%	4%	·	·	·	-2%	-2%	18%	-15%	CC(=O)c1ccc(OC(C)C(=O)Nc2cccc(S(=O)(=O)NCc3ccco3)c2)cc1 (stereo unspecified)
3	6%	6%	8%	-8%	0%	i	0%	20%	-18%	NC(=O)CSc1cn(Cc2ccc(F)cc2)c2ccccc12
4	-14%&3%	-18%	·	·	·	i	29%	33%	-20%	CCC(C)Sc1cccc(-c2nc3cc(C)ccn3c2NC2CCCCC2)c1 (stereo unspecified)
5	-1%	-6%	17%[12.7 µM]	-24%	·	6%	?	11%	-14%	N#CCC(=O)Nc1ccc(C(=O)OCC(=O)Nc2ccc3ccccc3c2)cc1
6	8%	27%	2%[59 µM]	1%	3%	i	-8%	43%[activator]	-14%	CCOc1ccccc1NC(=O)CSc1nnc2[nH]c(=O)cc(C)n12
7	-1%	16%	31%	-13%	2%	-5%	-10%	36%[activator]	-3%	Cc1cnc(C)c(N2CCN(C(=O)C3CCC(=O)N(CCc4cccc(F)c4)C3)CC2)n1 (stereo unspecified)
8	-1%	-21%	6%	-13%	0%	-5%	18%	37%	-25%	Cc1cc(C(=O)N/N=C/c2cccc(OC(=O)c3cccc(Br)c3)c2)n[nH]1
9	1%	23%	37%[0.501 µM]	?	-8%	2%	0%	?	?	O=[N+]([O-])c1cc(C(F)(F)F)ccc1N1CCN(S(=O)(=O)c2ccc3ccccc3c2)CC1
10	0%	4%	5%[59 µM]	-3%	-5%	-7%	-5%	30%	-21%	COc1ccc(CCN2C(=O)N(c3ccc(F)cc3)C(=O)C2CC(=O)Nc2ccccc2)cc1 (stereo unspecified)
11	4%	-15%	?	-1%	-7%	-1%	-7%	52%[activator]	-3%	O=C(NC(=S)Nc1ccc(Br)cc1)C1CCC1
12	0%	-6%	·	·	·	-5%	13%	26%	-15%	O=C(Nc1ccc(OC(F)(F)C(F)F)c(NC(=O)c2ccc(F)cc2)c1)c1ccc(F)cc1
13	9%	8%	·	-1%	3%	5%	1%	7%	-36%	CC(CC(=O)N1CCc2ccccc21)S(=O)(=O)c1ccc2c(c1)NC(=O)CO2 (stereo unspecified)
14	2%	9%	·	-7%	-4%	-11%	-7%	21%	-12%	COc1ccc(OC)c(NC(=O)CCCc2ccccc2)c1
15	10%	15%	5%	9%	2%	6%	2%	32%	-7%	O=C1c2oc3ccccc3c(=O)c2C(c2cccc(O)c2)N1c1ccccn1 (stereo unspecified)
16	0%	18%	?	-3%	3%	0%	-6%	18%	-9%	CCOC(=O)N1CCN(C(=O)CSc2nnc(C3COc4ccccc4O3)o2)CC1 (stereo unspecified)
17	-10%	-19%	18%[59 µM]	?	-2%	i	?	19%	-28%	COc1ccc(C2c3ccc(O)cc3Oc3ncn(Cc4ccco4)c(=N)c32)cc1 (stereo unspecified)
18	-4%	23%	-2%	2%	9%	-4%	25%	-4%	-24%	COC(=O)/C=C(\C)N=Nc1c(O)[nH]c2ccccc12
19	-3%	17%	19%[59 µM]	-2%	-3%	6%	-8%	27%	-11%	CN1CCN(C(=O)C2=C[C@H](c3coc4ccccc4c3=O)C[C@H](OCCCCO)O2)CC1
20	·	?	10µM*	7.1µM*	4.5µM*	·	?	?	3.2µM*	Cc1ccc(-c2nc3c(c(SCC(=O)Nc4cccc(C(=O)O)c4)n2)Cc2cccc(C)c2O3)cc1
21	4%	2%	8%[59 µM]	8%	-10%	1%	25%	25%[57 µM]	-7%	Cn1c(C(=O)NCCc2ccccc2)cc2cc(S(=O)(=O)N3CCCCC3)ccc21
22	-2%	0%	50µM*	-39%	-7%	i	?	21%	-14%	C=CCn1c(O)c(CN2CCOCC2)c(C)c(C#N)c1=O
23	-12%	33%[activator]	-4%[59 µM]	-1%	-8%	-10%	-7%	11%	-13%	Cc1cccc(OC(C)C(=O)N2CCC(c3nc4ccccc4o3)CC2)c1C (stereo unspecified)
24	1%	-35%	19%[59 µM]	6%	-4%	-10%	13%	10%	?	O=C(OCn1nnc2ccccc2c1=O)c1ccc2c(=O)n3c(nc2c1)CCC3
25	14%	4%	5%[59 µM]	·	0%	9%	-6%	42%[activator]	-3%[11.4 µM]	O=C(NCC1CCCO1)[C@@H]1CSC2c3ccccc3C(=O)N21 (stereo partly specified)
26	24%	13%	13µM*	35µM*	4%	-8%	-6%	?	50µM*	COc1ccc(N2CCN(CCCNC(=O)c3nnc(Cc4ccccc4Cl)o3)CC2)cc1
27	·	89µM*	27%[59 µM]	-32%	-10%	·	?	52%[activator]	-6%	Cc1ccc(O)c(C2=Nc3ccccc3N=C(c3cccc(F)c3)C2)c1
28	2%	-1%	13%[59 µM]	25%	-4%	-4%	0%	64%[activator]	24%	CC12CCC(c3nnc(SCc4ccc(Cl)cc4)nc31)C2(C)C (stereo unspecified)
29	-13%	132%[activator]	?	-13%	-4%	-1%	3%	14%	-19%	Cc1ccc(NC(=S)N(CCCN2CCN(C)CC2)Cc2cccs2)cc1C
30	1%	22%	-5%[12.7 µM]	13%	·	-2%	0%	16%	-5%	CCCCn1c(N)c(N(CCC(C)C)C(=O)c2ccc(C)o2)c(=O)[nH]c1=O

Later entries:
nr	GLS inhibitor	POLI inh	G9a block	BAZ2B block	BLM helicase inh	PGK inhibitor	Pin1 inh	HP1b binding inh	JMJD2A Tudor	molecule
31	8%	-9%	14%[0.0925 µM]	-1%	-3%	i[11.5 µM]	-5%	18%	-13%	Cc1ccccc1N1CCN(C(=O)CCN2C(=O)c3ccccc3C2=O)CC1
32	0%&-10%	-21%&-10%	8%[59 µM]	-32%&-18%	-13%&-2%	-3%	27%&45%	27%&9%	?	CC(=O)Cn1nnc2sc(-c3ccccc3)cc2c1=O
33	3%	3%	6%[59 µM]	-1%	0%	7%	-1%	13%[57 µM]	-17%	COc1ccc(NC(=O)C2CCN(c3nc4ccccc4[nH]3)CC2)cc1OC
34	-4%	2%	-19%[59 µM]	-36%	-1%	-2%	5%	24%	-3%	CS(=O)(=O)N1CCN(C(=O)CCC2CCCC2)CC1
35	5%	80%[activator]	-7%[59 µM]	-14%	-4%	3%	0%	26%	-33%[57.1 µM]	O=C(O)c1cccc(CSc2n[nH]c(-c3ccc(Cl)cc3Cl)n2)c1
36	4%	?	10µM*	?	-14%	3%	8%	-20%	?	S=c1[nH]nc(CSc2nc3ccccc3s2)n1C1CCCCC1
37	0%	?	45µM*	-17%	114%[activator]	0%	-9%	15%	-18%	COc1cc2nc(N(C)C)nc(N)c2cc1OC
38	-4%	8%	-3%[59 µM]	-2%	-9%	·	-6%	48%[activator]	-7%	CCCSc1ncc(Cl)c(C(=O)Nc2c(C(=O)Nc3ccccc3)oc3ccccc23)n1
39	-12%	-1%	-1%[59 µM]	-10%	-11%	-4%	-5%	10%	-34%	CC1=NN(/C(=N\c2nnc(C)s2)Nc2ccc(C(C)(C)C)cc2)[C@H](c2ccc(C)cc2)S1
40	1%	19%	-5%[12.7 µM]	7%	-9%	-2%	14%	14%	-25%	COc1cccc(-n2nc(C(=O)Nc3ccc4c(c3)OCO4)c3ccccc3c2=O)c1
41	4%	6%	15%[59 µM]	0%	-2%	-2%	-1%	8%	-21%	COc1ccc(/C=N/NC(=O)CN(C2=NS(=O)(=O)c3ccccc32)c2ccccc2)cc1OC
42	5%	-1%	·	52%[activator]	90%[activator]	-1%	-1%	-4%	?	CN(C)CCCN(C(=O)c1ccco1)c1nc(-c2ccc(Cl)cc2)cs1
43	-2%	-18%	?	6%	5%	-8%	-1%	50%[activator]	4%	COc1ccc(-c2nsc(SCC(=O)Nc3ccc4c(c3)OCO4)n2)cc1
44	-11%	-9%	3%[59 µM]	0%	2%	-1%	2%	-7%	-17%	N#C/C(=C/c1ccc(Oc2ccc([N+](=O)[O-])cn2)cc1)C(=O)N1CCOCC1

Ordered by value in GLS inhibitor (low to high): 6 from the list above
nr	GLS inhibitor	POLI inh	G9a block	BAZ2B block	BLM helicase inh	PGK inhibitor	Pin1 inh	HP1b binding inh	JMJD2A Tudor	molecule
44	-11%	-9%	3%[59 µM]	0%	2%	-1%	2%	-7%	-17%	N#C/C(=C/c1ccc(Oc2ccc([N+](=O)[O-])cn2)cc1)C(=O)N1CCOCC1
38	-4%	8%	-3%[59 µM]	-2%	-9%	·	-6%	48%[activator]	-7%	CCCSc1ncc(Cl)c(C(=O)Nc2c(C(=O)Nc3ccccc3)oc3ccccc23)n1
37	0%	?	45µM*	-17%	114%[activator]	0%	-9%	15%	-18%	COc1cc2nc(N(C)C)nc(N)c2cc1OC
40	1%	19%	-5%[12.7 µM]	7%	-9%	-2%	14%	14%	-25%	COc1cccc(-n2nc(C(=O)Nc3ccc4c(c3)OCO4)c3ccccc3c2=O)c1
33	3%	3%	6%[59 µM]	-1%	0%	7%	-1%	13%[57 µM]	-17%	COc1ccc(NC(=O)C2CCN(c3nc4ccccc4[nH]3)CC2)cc1OC
42	5%	-1%	·	52%[activator]	90%[activator]	-1%	-1%	-4%	?	CN(C)CCCN(C(=O)c1ccco1)c1nc(-c2ccc(Cl)cc2)cs1

Assay outcomes deposited in PubChem BioAssay by National Center for Advancing Translational Sciences (NCATS).

The list is partial. The share of hits here may be higher or lower than overall.
